RAD52 inh: blocks human RAD52 DNA annealing | inhibition, % at 18.7 µM | P43351 | 0.46% of 360,000 active | recombinant RAD52 DNA annealing, FRET fluorescence | AID 651710;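 active = every replicate showing at least 50% inhibition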
ERAP1 inh: ERAP1 (human) enzyme inhibition. Q9NZ08. recombinant ERAP1, Leu-AMC fluorescence, 60 min. inhibition, % at 10.7 µM. 0.15% of 340,000 active;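 active = mean replicate inhibition of at least 30%, or all replicates individually reaching that 30% level; inactive = mean below 30% and not every replicate reaching it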;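 also: 0% = neutral control wells and 100% = L-leucinethiol positive control wells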
Target sequence (Q9NZ08 whole entry, looked up): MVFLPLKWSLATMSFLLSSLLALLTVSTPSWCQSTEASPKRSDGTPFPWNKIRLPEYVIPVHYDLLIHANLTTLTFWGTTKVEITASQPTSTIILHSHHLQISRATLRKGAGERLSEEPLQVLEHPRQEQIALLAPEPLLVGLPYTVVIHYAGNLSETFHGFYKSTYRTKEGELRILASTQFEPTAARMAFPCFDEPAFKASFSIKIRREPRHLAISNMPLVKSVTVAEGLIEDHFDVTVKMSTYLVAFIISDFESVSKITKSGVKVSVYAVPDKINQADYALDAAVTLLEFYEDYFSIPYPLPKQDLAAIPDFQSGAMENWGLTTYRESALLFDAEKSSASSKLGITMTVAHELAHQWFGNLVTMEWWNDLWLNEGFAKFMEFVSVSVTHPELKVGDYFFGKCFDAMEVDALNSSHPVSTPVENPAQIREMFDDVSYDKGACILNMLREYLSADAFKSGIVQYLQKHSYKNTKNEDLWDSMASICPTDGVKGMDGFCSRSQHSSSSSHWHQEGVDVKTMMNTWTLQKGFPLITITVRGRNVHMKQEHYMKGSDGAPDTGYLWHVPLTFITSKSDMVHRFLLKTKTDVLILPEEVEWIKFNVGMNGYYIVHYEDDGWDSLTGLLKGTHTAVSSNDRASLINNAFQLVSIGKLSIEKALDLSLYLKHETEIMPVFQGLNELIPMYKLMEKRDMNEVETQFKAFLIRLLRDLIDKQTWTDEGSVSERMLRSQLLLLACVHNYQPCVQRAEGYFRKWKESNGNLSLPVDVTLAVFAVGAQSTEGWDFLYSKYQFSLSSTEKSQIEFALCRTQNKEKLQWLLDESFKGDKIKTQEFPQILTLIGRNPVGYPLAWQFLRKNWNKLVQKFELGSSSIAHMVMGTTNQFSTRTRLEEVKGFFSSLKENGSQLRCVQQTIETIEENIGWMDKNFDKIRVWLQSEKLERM
esBAF inh: SWI/SNF esBAF complex inhibition | reporter increase, % at 12.5 µM | mouse ES cells, Bmi1-luciferase knock-in reporter, 24 h; 100% = twice the neutral-well signal | 2% of 350,000 active; in the data active = activation above about 40%;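 also: 0% = median of the plate's neutral control wells and 100% = double that signal; a rise in the Bmi1 reporter signal indicates esBAF inhibition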
ERp5 block: blocks human ERp5 reductase activity on insulin; ERp5 insulin aggregation, absorbance 650 nm, 90 min; Q15084; inhibition, % at 9.99 µM; 0.05% of 350,000 active; AID 651711;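 active = mean replicate inhibition above about 25%, with every replicate also reaching it, limit read from the data, passing the limit was not always enough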
XiGFP reactiv: activators of X-chromosome reactivation in mouse fibroblasts | XiGFP mouse fibroblasts, % GFP-positive cells imaging, 3 d; cells co-treated with 5-aza-dC sensitizer; scaled so ellipticine positive control = 100% | activation, % at 7.58 µM | 0.055% of 360,000 active;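 active = mean normalized replicate activation at least 10% and every replicate at or above 10%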;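 also: 0% = median of on-plate neutral control wells and 100% = ellipticine 6 µM median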
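Material: XiGFP fibroblasts, SV40-immortalized; Buffer or medium: DMEM containing 5-aza-dC; Compound dosing: single point; Times: 3 days compound exposure.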
RAD54 inh: inhibitors of human RAD54 branch migration; Q92698; RAD54 Holliday junction branch migration, FAM/BHQ fluorescence; inhibition, % at 10.4 µM; 0.14% of 360,000 active;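 active = mean normalized replicate activity at least 40 and at least half of replicates scoring 40 or more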;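 also: 0% = median of neutral control wells and 100% = median of positive control wells; inhibitors cause a drop in the FAM fluorescence signal; in these data hits start at about 50%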
E-sel inducer: induces E-selectin expression in human endothelial cells; P16581; HUVEC E-selectin immunofluorescence imaging; normalized: neutral wells 0, TNF-alpha wells 100; 0.37% of 260,000 active; activation, % at 7.58 µM;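 active = mean E-selectin-positive cell signal at least 10% of the positive control, reached in at least 60% of replicates, without over 20% cell loss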;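 also: in these data hits start at about 27%; measured in HUVEC primary endothelial cells; signal is the percent of cells scored E-selectin positive by PE staining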
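Test system: HUVEC; input: 3,000 HUVEC/well; measured by: immunofluorescence imaging; read-out: % PE-positive cells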
S100A4 MyoIIA: blocks human S100A4 binding to myosin IIA peptide; 0.14% of 360,000 active; P26447; inhibition, % at 10.7 µM; S100A4/TAMRA-MyoIIA peptide fluorescence polarization;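 active = mean inhibition of at least 70% across replicates, with every replicate also reaching that level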
Target sequence (P26447 whole entry, looked up): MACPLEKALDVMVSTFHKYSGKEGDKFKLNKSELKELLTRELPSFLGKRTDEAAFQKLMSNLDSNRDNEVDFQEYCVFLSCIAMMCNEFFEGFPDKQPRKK
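Test system – S100A4 monomer (human) · Compound – single-point compound testing · Schedule – 5 min incubation before reading · Probe or stimulus – TAMRA-labelled myosin IIA heavy-chain peptide probe, 5 nM · Benchmarks – neutral control DMSO, positive control TFP · Medium – Calcium-containing HEPES buffer, pH 7.2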
The depositor's hits bear a star.

What do the screens show for `CS(=O)(=O)c1ccc(Cl)c(NC(=O)COC(=O)C23CC4CC(CC(C4)C2)C3)c1`?
RAD52 inh: -9; ERAP1 inh: -1; esBAF inh: 2; ERp5 block: 0; XiGFP reactiv: 0.1; RAD54 inh: 0; E-sel inducer: -0.3; S100A4 MyoIIA: 7

Results for c1ccc(CO/N=C(\c2ccc(C3CC3)nc2)C2CC2)cc1 ?
RAD52 inh: -6; ERAP1 inh: -3; esBAF inh: 9; ERp5 block: 4; XiGFP reactiv: 0.1; RAD54 inh: -5; E-sel inducer: 2.6; S100A4 MyoIIA: 1

Results for CN(C)C(=O)[C@@H]1[C@@H](CO)[C@@H]2Cn3c(ccc(C4=CCCC4)c3=O)[C@H]1N2CC1CCOCC1 ?
RAD52 inh: 3; ERAP1 inh: 0; esBAF inh: -5; ERp5 block: 0; XiGFP reactiv: 0.1; RAD54 inh: -5; E-sel inducer: -0.4; S100A4 MyoIIA: -6

How did Cc1cccc(OCC(=O)N(Cc2ccco2)c2c(N)n(Cc3ccccc3)c(=O)[nH]c2=O)c1 do in these assays?
RAD52 inh: -8; ERAP1 inh: 1; esBAF inh: -6; ERp5 block: -5; XiGFP reactiv: 0.0; RAD54 inh: 8; S100A4 MyoIIA: 1

Results for Cc1nc(CC(C)C)cc(C(=O)N2CCCC(Nc3ccc(C)c(C)c3)C2)n1 (configuration not stated) ?
RAD52 inh: -4; ERAP1 inh: 3; esBAF inh: -8; ERp5 block: -8; XiGFP reactiv: 0.1; RAD54 inh: 12; S100A4 MyoIIA: 1

Results for O=C1CCC(C(=O)Nc2cccc(Oc3ccccc3)c2)=NN1 ?
RAD52 inh: -12; ERAP1 inh: 5; esBAF inh: 12; ERp5 block: 5; XiGFP reactiv: 0.0; RAD54 inh: 2; E-sel inducer: 3.5; S100A4 MyoIIA: -2

Results for CCCNC(=O)N1CC2(CCN(C(C)=O)CC2)c2c(n(C)c3cc(OC)ccc23)[C@H]1CO ?
RAD52 inh: 15; ERAP1 inh: 4; ERp5 block: 5; XiGFP reactiv: 0.0; E-sel inducer: 0.0; S100A4 MyoIIA: 4

Results for CCC(=O)N1CCCC1(C)C(=O)Nc1ccc2nc(C)ccc2c1 (configuration not stated) ?
RAD52 inh: -6; ERAP1 inh: -6; esBAF inh: -3; ERp5 block: 0; XiGFP reactiv: 0.0; RAD54 inh: 5; E-sel inducer: -0.2; S100A4 MyoIIA: 5

Results for COc1ccc(C2OCC(C)(C)CO2)cc1OC ?
RAD52 inh: -11; ERAP1 inh: 1; esBAF inh: -6; ERp5 block: -4; XiGFP reactiv: 0.0; RAD54 inh: -8; E-sel inducer: -0.1; S100A4 MyoIIA: 8

Results for O=C(NCC[C@H]1CC[C@H](NC(=O)Nc2cc(F)ccc2F)[C@@H](CO)O1)Nc1ccc(F)cc1 ?
RAD52 inh: 39; ERAP1 inh: 1; esBAF inh: 3; ERp5 block: 8; XiGFP reactiv: -0.2; RAD54 inh: 6; E-sel inducer: -0.1; S100A4 MyoIIA: 11

How did Cc1no[n+]([O-])c1COc1cccc(/C=N/Nc2nncn2N)c1 do in these assays?
RAD52 inh: 4; ERAP1 inh: -4; ERp5 block: 5; XiGFP reactiv: -0.1; E-sel inducer: 0.1; S100A4 MyoIIA: -28

Results for Cc1ccc(CNc2ncnc3[nH]ncc23)cc1 ?
RAD52 inh: -5; ERAP1 inh: 0; esBAF inh: -7; ERp5 block: -5; XiGFP reactiv: 0.0; RAD54 inh: 3; E-sel inducer: 0.7; S100A4 MyoIIA: 0

What do the screens show for `S=c1[nH]nc(-c2cccnc2)n1/N=C/c1ccco1`?
RAD52 inh: -10; ERAP1 inh: -1; ERp5 block: 0; XiGFP reactiv: 0.4; S100A4 MyoIIA: 1

What do the screens show for `Cc1onc(-c2ccccc2Cl)c1C(=O)Nc1nnc(-c2ccc(Cl)cc2Cl)s1`?
RAD52 inh: -3; ERAP1 inh: -3; esBAF inh: -5; ERp5 block: 16; XiGFP reactiv: 0.1; RAD54 inh: 7; E-sel inducer: -0.1; S100A4 MyoIIA: -10

What do the screens show for `CCC(CO)Oc1cc(NC(=O)Cc2ccccc2)c2ncn(C(C)C)c2c1` (configuration not stated)?
RAD52 inh: -15; ERAP1 inh: -1; esBAF inh: -7; ERp5 block: 5; XiGFP reactiv: -0.3; RAD54 inh: -3; E-sel inducer: -0.1; S100A4 MyoIIA: 1

Results for O=C(CN1C(=O)NC2(CCCCCC2)C1=O)Nc1ccc2c(c1)CCC2 ?
RAD52 inh: 5; ERAP1 inh: -3; esBAF inh: -5; ERp5 block: -2; XiGFP reactiv: 0.0; RAD54 inh: 3; S100A4 MyoIIA: 2

What do the screens show for `CCCCN1C(C(=O)Nc2ncccn2)=C(O)c2ccccc2S1(=O)=O`?
RAD52 inh: -9; ERAP1 inh: 0; esBAF inh: 7; ERp5 block: -1; XiGFP reactiv: 0.0; RAD54 inh: 0; E-sel inducer: 0.1; S100A4 MyoIIA: -1

How did N#Cc1ccccc1OCCCNC1CCCC1 do in these assays?
RAD52 inh: -7; ERAP1 inh: 1; ERp5 block: -9; XiGFP reactiv: 0.0; S100A4 MyoIIA: -17

What do the screens show for `CCOC1=C2[C@@H](CN(S(=O)(=O)c3ccc(C)cc3)[C@H]2c2ccccc2)[C@H]2C(=O)N(Cc3ccccc3)C(=O)[C@H]2C1`?
RAD52 inh: -47; esBAF inh: -8; ERp5 block: -2; XiGFP reactiv: 0.0; RAD54 inh: 9; S100A4 MyoIIA: -3

How did COc1ccccc1S(=O)(=O)N(C)C[C@@H]1OCc2ccccc2-c2ccccc2C(=O)N([C@H](C)CO)C[C@H]1C do in these assays?
RAD52 inh: -7; ERAP1 inh: -1; esBAF inh: -1; ERp5 block: -4; XiGFP reactiv: 0.2; RAD54 inh: -2; E-sel inducer: 0.6; S100A4 MyoIIA: -3

How did CCCn1nc(NC(=O)CC(C)C)c2cc3cccc(C)c3nc21 do in these assays?
RAD52 inh: -11; ERAP1 inh: 1; esBAF inh: 4; ERp5 block: 2; XiGFP reactiv: 0.0; RAD54 inh: -8; E-sel inducer: 5.3; S100A4 MyoIIA: -4

Results for COc1ccc(CN2CCNC(=O)C2CC(=O)N(C)Cc2ccccn2)cc1OC (configuration not stated) ?
RAD52 inh: -16; ERAP1 inh: -7; esBAF inh: -5; ERp5 block: -4; XiGFP reactiv: 0.4; S100A4 MyoIIA: -5

What do the screens show for `COC(=O)c1ccc(CN2CC(=O)N3[C@@H](CO)[C@@H](c4ccc(-c5ccccc5F)cc4)[C@@H]3C2)cc1`?
RAD52 inh: -8; ERAP1 inh: 2; ERp5 block: -2; XiGFP reactiv: 0.3; E-sel inducer: 0.2; S100A4 MyoIIA: -11

What do the screens show for `CCCN(C)C[C@@H]1Oc2ncc(-c3cccc(C#N)c3)cc2C(=O)N([C@H](C)CO)C[C@@H]1C`?
RAD52 inh: -8; ERAP1 inh: 0; esBAF inh: 8; ERp5 block: 0; XiGFP reactiv: -0.5; RAD54 inh: 2; E-sel inducer: -0.3; S100A4 MyoIIA: 4

What do the screens show for `O=C(Nc1ccccn1)c1ccc(S(=O)(=O)c2ccc(Cl)cc2)cc1`?
RAD52 inh: -11; ERAP1 inh: -3; ERp5 block: 0; XiGFP reactiv: 0.0; E-sel inducer: 0.9; S100A4 MyoIIA: -6

What do the screens show for `CCN(CC)C(=O)C1CCCN(c2ccc([N+](=O)[O-])cc2[N+](=O)[O-])C1` (configuration not stated)?
RAD52 inh: 4; ERAP1 inh: 4; ERp5 block: -2; XiGFP reactiv: 0.0; E-sel inducer: 4.5; S100A4 MyoIIA: 4

How did Cc1ccc(NC(=O)CCl)c(C)c1 do in these assays?
RAD52 inh: -4; ERAP1 inh: 0; ERp5 block: 1; XiGFP reactiv: 0.2; E-sel inducer: 0.2; S100A4 MyoIIA: 9

What do the screens show for `CC(C(=O)Nc1ccc(S(=O)(=O)N2CCOCC2)cc1)N1CCN(c2ccccn2)CC1` (configuration not stated)?
RAD52 inh: -11; ERAP1 inh: 2; ERp5 block: 1; XiGFP reactiv: 0.0; E-sel inducer: 3.4; S100A4 MyoIIA: 1

How did COc1ccc(C(=O)NCCNc2ccc([N+](=O)[O-])cc2)cc1 do in these assays?
RAD52 inh: 3; ERAP1 inh: 7; ERp5 block: 1; XiGFP reactiv: 0.0; S100A4 MyoIIA: 2

How did O=C(NC[C@@H]1CC[C@@H]2[C@@H](CN2C(=O)NC2CCCC2)O1)c1ccc2c(c1)OCO2 do in these assays?
RAD52 inh: 112*; ERAP1 inh: 2; ERp5 block: 3; S100A4 MyoIIA: -85

Nothing new here: an excerpt of the list.
What do the screens show for `CCCCN1C(C(=O)Nc2ncccn2)=C(O)c2ccccc2S1(=O)=O`?
RAD52 inh: -9; ERAP1 inh: 0; esBAF inh: 7; ERp5 block: -1; XiGFP reactiv: 0.0; RAD54 inh: 0; E-sel inducer: 0.1; S100A4 MyoIIA: -1

How did N#Cc1ccccc1OCCCNC1CCCC1 do in these assays?
RAD52 inh: -7; ERAP1 inh: 1; ERp5 block: -9; XiGFP reactiv: 0.0; S100A4 MyoIIA: -17

What do the screens show for `CCOC1=C2[C@@H](CN(S(=O)(=O)c3ccc(C)cc3)[C@H]2c2ccccc2)[C@H]2C(=O)N(Cc3ccccc3)C(=O)[C@H]2C1`?
RAD52 inh: -47; esBAF inh: -8; ERp5 block: -2; XiGFP reactiv: 0.0; RAD54 inh: 9; S100A4 MyoIIA: -3

How did COc1ccccc1S(=O)(=O)N(C)C[C@@H]1OCc2ccccc2-c2ccccc2C(=O)N([C@H](C)CO)C[C@H]1C do in these assays?
RAD52 inh: -7; ERAP1 inh: -1; esBAF inh: -1; ERp5 block: -4; XiGFP reactiv: 0.2; RAD54 inh: -2; E-sel inducer: 0.6; S100A4 MyoIIA: -3

Other structures follow:
What do the screens show for `CC[C@H](C)[C@@H](CNC)NC[C@@H](Cc1ccc(O)cc1)NCC(C)(C)C`?
RAD52 inh: -110; ERAP1 inh: -4; esBAF inh: 1; ERp5 block: 5; XiGFP reactiv: 0.6; RAD54 inh: -15; S100A4 MyoIIA: -3

What do the screens show for `C[C@H](CO)N1C[C@H](C)[C@@H](CN(C)C)Oc2cc(C#C[C@@H](C)O)ccc2S1(=O)=O`?
RAD52 inh: 6; ERAP1 inh: 1; esBAF inh: -3; ERp5 block: -2; XiGFP reactiv: -0.4; RAD54 inh: -2; E-sel inducer: -0.8; S100A4 MyoIIA: 1

What do the screens show for `Cc1cccc(Cn2c(C)nc3ccc([N+](=O)[O-])cc3c2=O)c1`?
RAD52 inh: -28; ERAP1 inh: 5; esBAF inh: -5; ERp5 block: 4; XiGFP reactiv: 0.0; RAD54 inh: 1; E-sel inducer: 0.3; S100A4 MyoIIA: 1

What do the screens show for `CNC(=S)NNc1nc(-c2ccccc2)c2cc(Cl)ccc2n1`?
RAD52 inh: -6; ERAP1 inh: -2; esBAF inh: 8; ERp5 block: 4; XiGFP reactiv: 0.1; RAD54 inh: 0; S100A4 MyoIIA: 2

Results for COc1ccc(OC)c(C(=O)c2ccc(Cl)cc2)c1 ?
RAD52 inh: -8; ERAP1 inh: 9; esBAF inh: 0; ERp5 block: 0; XiGFP reactiv: 0.0; E-sel inducer: 2.1; S100A4 MyoIIA: 0

What do the screens show for `O=S1(=O)CCOCCCN1Cc1ccccc1F`?
RAD52 inh: 1; ERAP1 inh: 3; esBAF inh: -1; ERp5 block: -2; XiGFP reactiv: 0.0; RAD54 inh: 0; E-sel inducer: 0.2; S100A4 MyoIIA: 19

How did COc1ccc(CNC(=O)CNC(=O)N2CC(=O)Nc3ccccc32)cc1 do in these assays?
RAD52 inh: -12; ERAP1 inh: -1; esBAF inh: 1; ERp5 block: 4; XiGFP reactiv: 0.1; RAD54 inh: -1; E-sel inducer: 0.2; S100A4 MyoIIA: -4

Screens deposited in PubChem by Broad Institute.
